High-throughput results as filed in PubChem BioAssay.
bovine MsrA act = bovine MsrA enzyme activators, primary screen, biochemical, absorbance, HTS; purified bovine MsrA, absorbance read-out; activation, % at 10.6 µM; hit rate 0.3% among 360,000; in the data active = activation above about 7.5%;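 note: 0% = vehicle and 100% = reference activator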
Rin1-Abl PPI inh = inhibitors of Rin1-Abl protein binding, primary screen, biochemical, TR-FRET. inhibition, % at 7.35 µM. hit rate 0.4% among 360,000; in the data active = inhibition above about 5%, passing the limit was not always enough
FAS-TE inh = FAS thioesterase domain inhibitors, primary screen, biochemical, fluorescence intensity, uHTS; Fatty acid synthase (Homo sapiens), P49327; recombinant FAS-TE, OMFH fluorogenic substrate, fluorescence endpoint; inhibition, % at 15 µM; hit rate 0.67% among 360,000;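 active = compounds whose normalised, plate-corrected inhibition of enzyme fluorescence in the single-dose primary screen is 50% or more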;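 note: 0% = DMSO with enzyme and 100% = substrate without enzyme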
MT1-MMP act inh = blockers of MT1-MMP proenzyme processing, primary screen, HT1080 RFP-PRO-GFP cells, GFP/RFP fluorescence | Matrix metalloproteinase-14 (Homo sapiens), P50281 | GFP/RFP ratio fluorescence, overnight; percent of plate control window, DMSO zero | GFP/RFP ratio change, % at 20 µM | hit rate 0.061% among 360,000;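 active = GFP/RFP ratio change of at least 30% with cell ATP level not reduced by more than half and red fluorescence within 50% of control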; note: strong numbers were not always called active
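Assay system: HT1080 RFP-PRO-GFP cells | Dosing: 20 µM single dose, 1% DMSO | Incubation: Cells overnight before dosing, compound overnight, 37 °C, 5% CO2 | Evaluation: GFP/RFP fluorescence ratio | Control set: DMSO-only wells and HT1080 RFP-L50D-GFP cell wells as references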
SKN-1 inh = suppressors of acrylamide-induced Pgst-4::GFP reporter in worms, primary screen, SKN-1 inhibitor project, whole organism, uHTS, GFP/RFP fluorescence ratio, strain VP596; AID 624304, 2012; C. elegans VP596 Pgst-4::GFP/RFP ratio, 24 h; hit rate 0.49% among 360,000; inhibition, % at 21.8 µM;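 active = interference check ratio from 0.5 to 1.5 plus GFP to RFP signal ratio inhibition reaching or exceeding a fixed threshold, cut at about 30% in these data, passing the limit was not always enough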; note: some compounds called inactive have numbers as strong as hits
CendR NRP1 mod = modulators of CendR peptide binding to NRP-1, primary screen, biochemical, fluorescence polarization, uHTS; FAM-RPARPAR peptide binding to NRP-1; inhibition, % at 25 µM; hit rate 0.85% among 360,000; AID 602438, 2012;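 active = inhibition or corrected inhibition above about 18%, plus a signal ratio from 0.5 to 1.5, limit read from the data, passing the limit was not always enough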; note: strong numbers were not always called active
Neddyl block = inhibitors of cullin neddylation, primary screen, biochemical, TR-FRET, uHTS, NAE and Ubc12; AID 651699, 2012; calls only at 25 µM; hit rate 0.58% among 360,000; in the data active = inhibition above about 36%
MsrA inhibitor = bovine MsrA enzyme inhibitors, primary screen, biochemical, absorbance, HTS; purified bovine MsrA, absorbance read-out; hit rate 0.75% among 360,000; Methionine sulfoxide reductase A (Bos taurus); inhibition, % at 15.5 µM; in the data active = inhibition above about 4.5%;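 note: 0% = vehicle wells with enzyme and 100% = reference inhibitor wells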
eLon inh = inhibitors of E. coli Lon protease, primary screen, biochemical, fluorescence polarization; inhibition, % at 7.94 µM; hit rate 0.42% among 360,000; P0A9M0; purified E. coli Lon protease; in the data active = inhibition above about 13%, passing the limit was not always enough;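 note: 0% = enzyme with probe and DMSO and 100% = no enzyme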
Target sequence (P0A9M0 whole entry, looked up): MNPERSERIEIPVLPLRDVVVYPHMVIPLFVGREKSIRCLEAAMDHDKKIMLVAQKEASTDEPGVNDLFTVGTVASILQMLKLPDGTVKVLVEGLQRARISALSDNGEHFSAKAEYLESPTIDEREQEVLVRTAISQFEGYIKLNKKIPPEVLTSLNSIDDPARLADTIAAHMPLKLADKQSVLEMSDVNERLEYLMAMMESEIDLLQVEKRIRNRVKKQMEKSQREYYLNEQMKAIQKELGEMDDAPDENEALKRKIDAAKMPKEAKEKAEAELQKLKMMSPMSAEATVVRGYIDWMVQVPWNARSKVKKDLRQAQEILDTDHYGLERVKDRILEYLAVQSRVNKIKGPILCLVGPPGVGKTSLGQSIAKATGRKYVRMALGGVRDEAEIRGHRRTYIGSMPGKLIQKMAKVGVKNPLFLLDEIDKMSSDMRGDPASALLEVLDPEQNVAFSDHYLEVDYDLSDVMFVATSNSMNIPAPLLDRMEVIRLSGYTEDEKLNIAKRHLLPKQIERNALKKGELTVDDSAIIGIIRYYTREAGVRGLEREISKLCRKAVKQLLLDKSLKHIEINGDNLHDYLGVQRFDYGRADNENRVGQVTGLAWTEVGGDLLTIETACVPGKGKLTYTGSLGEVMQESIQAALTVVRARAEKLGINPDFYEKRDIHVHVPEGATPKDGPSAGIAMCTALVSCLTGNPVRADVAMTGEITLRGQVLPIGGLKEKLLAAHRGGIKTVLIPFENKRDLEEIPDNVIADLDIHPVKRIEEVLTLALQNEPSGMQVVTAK
Active calls of the source: *.

A first look (2 entries):
Screening Cc1cccc(N(C(=O)c2snc(C(N)=O)c2N)C(C)C(=O)NCC2CCCO2)c1 (configuration not stated) returned bovine MsrA act -9, Rin1-Abl PPI inh 2, FAS-TE inh -6, MT1-MMP act inh -1, SKN-1 inh 0, CendR NRP1 mod 16, Neddyl block inactive, MsrA inhibitor 1.7 and eLon inh 0.
For CCOc1ccc(-n2ccnc(SCC(=O)NCc3cccc(OC)c3)c2=O)cc1 the results were bovine MsrA act -2, Rin1-Abl PPI inh 2, FAS-TE inh -5, MT1-MMP act inh -3, SKN-1 inh 3, CendR NRP1 mod -10, Neddyl block inactive, MsrA inhibitor 0.6 and eLon inh 1.

The listing, from the start:
Screening Cc1cccc(N(C(=O)c2snc(C(N)=O)c2N)C(C)C(=O)NCC2CCCO2)c1 (configuration not stated) returned bovine MsrA act -9, Rin1-Abl PPI inh 2, FAS-TE inh -6, MT1-MMP act inh -1, SKN-1 inh 0, CendR NRP1 mod 16, Neddyl block inactive, MsrA inhibitor 1.7 and eLon inh 0.
For CCOc1ccc(-n2ccnc(SCC(=O)NCc3cccc(OC)c3)c2=O)cc1 the results were bovine MsrA act -2, Rin1-Abl PPI inh 2, FAS-TE inh -5, MT1-MMP act inh -3, SKN-1 inh 3, CendR NRP1 mod -10, Neddyl block inactive, MsrA inhibitor 0.6 and eLon inh 1.
`O=C(CN1CCN(Cc2ccccc2)CC1)N/N=C/c1cccs1` gave bovine MsrA act -3, Rin1-Abl PPI inh -3, FAS-TE inh -7, MT1-MMP act inh 1, SKN-1 inh -10, CendR NRP1 mod 19, Neddyl block inactive, MsrA inhibitor 0.0 and eLon inh -5.
Screening Cc1ccc(C)c(S(=O)(=O)N2CCCC2CNC(=O)C(=O)NCC2CCCO2)c1 (configuration not stated) returned bovine MsrA act -2, Rin1-Abl PPI inh 3, FAS-TE inh -2, MT1-MMP act inh 1, SKN-1 inh 12, CendR NRP1 mod 10, Neddyl block inactive, MsrA inhibitor 1.1 and eLon inh 5.
`CC(C)(CO)CNC(=O)c1ccc(OC2CCN(C(=O)C3CC3)CC2)cc1` gave bovine MsrA act -1, Rin1-Abl PPI inh 1, FAS-TE inh -3, MT1-MMP act inh 2, SKN-1 inh 8, CendR NRP1 mod 0, Neddyl block inactive, MsrA inhibitor -0.3 and eLon inh 5.
For Cc1nc2sccn2c1-c1nc(-c2cc3ccccc3o2)cs1 the results were bovine MsrA act -14, Rin1-Abl PPI inh 0, FAS-TE inh 17, MT1-MMP act inh 0, SKN-1 inh -1, CendR NRP1 mod 3, Neddyl block inactive, MsrA inhibitor 1.5 and eLon inh 0.
COC(=O)C(NC(=O)C(NC(=O)c1ccccc1)C(C)C)C(C)C (configuration not stated) was read as bovine MsrA act -1, Rin1-Abl PPI inh -1, FAS-TE inh -4, MT1-MMP act inh 2, SKN-1 inh 1, CendR NRP1 mod -4, Neddyl block inactive, MsrA inhibitor 0.3 and eLon inh -5.
For O=C(O)c1cccc(NC(=O)c2ccccc2NC(=O)c2cccs2)c1 the results were bovine MsrA act 0, Rin1-Abl PPI inh 1, FAS-TE inh -5, MT1-MMP act inh 3, SKN-1 inh 5, CendR NRP1 mod -7, Neddyl block inactive, MsrA inhibitor 0.4 and eLon inh -3.
COc1ccc(NC(=O)Nc2cc(C)ccc2OC(F)F)c(OC)c1 was read as bovine MsrA act -2, Rin1-Abl PPI inh -3, FAS-TE inh 12, MT1-MMP act inh 5, SKN-1 inh 2, CendR NRP1 mod -10, Neddyl block inactive, MsrA inhibitor 1.5 and eLon inh -13.
Nc1nc(-c2ccc(Br)s2)c(Br)s1 was read as bovine MsrA act -4, Rin1-Abl PPI inh -2, FAS-TE inh 16, MT1-MMP act inh 4, SKN-1 inh 22, CendR NRP1 mod 30*, Neddyl block inactive, MsrA inhibitor 0.2 and eLon inh -6.
For N#CCc1nc(CSc2nc3ccccc3o2)cs1 the results were bovine MsrA act -1, Rin1-Abl PPI inh 3, FAS-TE inh -4, MT1-MMP act inh -42, SKN-1 inh 9, CendR NRP1 mod -25, Neddyl block inactive, MsrA inhibitor 0.8 and eLon inh -11.
For Cc1ccc(Nc2nc(N)nc(CN3CCN(C)CC3)n2)cc1 the results were bovine MsrA act -7, Rin1-Abl PPI inh 2, FAS-TE inh -7, MT1-MMP act inh 1, SKN-1 inh -10, CendR NRP1 mod -5, Neddyl block inactive, MsrA inhibitor -0.3 and eLon inh 4.
`CCC(CC)NC(=O)COC(=O)CCC(=O)c1ccc(Cl)cc1` gave bovine MsrA act -2, Rin1-Abl PPI inh -2, FAS-TE inh 2, MT1-MMP act inh 2, SKN-1 inh 3, CendR NRP1 mod 0, Neddyl block inactive, MsrA inhibitor 1.8 and eLon inh 1.
Screening CCCC(=O)NC(C)c1nc2ccccc2[nH]1 (configuration not stated) returned bovine MsrA act 1, Rin1-Abl PPI inh -2, FAS-TE inh -3, MT1-MMP act inh 1, SKN-1 inh -3, CendR NRP1 mod -8, Neddyl block inactive, MsrA inhibitor -0.3 and eLon inh -11.
O=S(=O)(/C=C/c1cccc(Br)c1)N1CCOCC1 was read as bovine MsrA act -1, Rin1-Abl PPI inh 2, FAS-TE inh -3, MT1-MMP act inh -2, SKN-1 inh 0, CendR NRP1 mod 11, Neddyl block inactive, MsrA inhibitor -0.1 and eLon inh 2.
Screening CN1CCCN(c2cc(-c3ccc4ccccc4c3)nc3ccnn23)CC1 returned bovine MsrA act -7, Rin1-Abl PPI inh 13*, FAS-TE inh -14, MT1-MMP act inh 61, SKN-1 inh 78, CendR NRP1 mod 9, Neddyl block active, MsrA inhibitor 0.1 and eLon inh 5.
Screening COc1ccc(NC(=O)COC(=O)Cc2ccccc2[N+](=O)[O-])cc1OC returned bovine MsrA act -4, Rin1-Abl PPI inh 3, FAS-TE inh -2, MT1-MMP act inh 1, SKN-1 inh -5, CendR NRP1 mod 8, Neddyl block inactive, MsrA inhibitor 1.0 and eLon inh 3.
Screening COc1ccc(CCNc2nncc(=O)[nH]2)cc1OC returned bovine MsrA act -14, Rin1-Abl PPI inh 3, FAS-TE inh -8, MT1-MMP act inh 3, SKN-1 inh -6, CendR NRP1 mod 1, Neddyl block inactive, MsrA inhibitor 1.1 and eLon inh 2.
`Brc1ccc2ncnc(NCc3ccccc3)c2c1` gave bovine MsrA act -6, Rin1-Abl PPI inh -13, FAS-TE inh 2, MT1-MMP act inh -9, SKN-1 inh 23, CendR NRP1 mod 0, Neddyl block inactive, MsrA inhibitor 0.1 and eLon inh -2.
Screening Cc1oc(-c2ccccc2F)nc1CS(=O)(=O)CC(=O)NC1CCCC1 returned bovine MsrA act -4, Rin1-Abl PPI inh 0, FAS-TE inh -6, MT1-MMP act inh 0, SKN-1 inh -4, CendR NRP1 mod -3, Neddyl block inactive, MsrA inhibitor 0.8 and eLon inh -2.
`O=C(CSc1nnnn1-c1ccccc1)NCc1ccco1` gave bovine MsrA act -3, Rin1-Abl PPI inh -3, FAS-TE inh 0, MT1-MMP act inh 5, SKN-1 inh -15, CendR NRP1 mod -11, Neddyl block inactive, MsrA inhibitor -0.3 and eLon inh -1.
Screening O=c1[nH]c(=O)c2cc([N+](=O)[O-])cc([N+](=O)[O-])c2[nH]1 returned bovine MsrA act 1, Rin1-Abl PPI inh 0, FAS-TE inh 2, MT1-MMP act inh 3, SKN-1 inh -13, CendR NRP1 mod 7, Neddyl block inactive, MsrA inhibitor 4.2 and eLon inh -8.
O=C(CN1C(=O)NC2(CCCCCCC2)C1=O)NCc1ccc(F)cc1 was read as bovine MsrA act -2, Rin1-Abl PPI inh -1, FAS-TE inh 3, MT1-MMP act inh 1, SKN-1 inh 19, CendR NRP1 mod -1, Neddyl block inactive, MsrA inhibitor 2.3 and eLon inh 4.
For Cc1ccc(SC(C)c2nc(-c3cccnc3)no2)cc1 (configuration not stated) the results were bovine MsrA act -7, Rin1-Abl PPI inh 0, FAS-TE inh 3, MT1-MMP act inh 4, SKN-1 inh 0, CendR NRP1 mod 4, MsrA inhibitor 0.4 and eLon inh -6.
Screening O=C(c1c(Cl)nc2sccn12)N1CCN(c2cccc(Cl)c2)CC1 returned bovine MsrA act 1, Rin1-Abl PPI inh 1, FAS-TE inh 6, MT1-MMP act inh 7, SKN-1 inh 0, CendR NRP1 mod -3, Neddyl block inactive, MsrA inhibitor 2.0 and eLon inh 10.
`CC12CCC(=O)N1C(C(=O)Nc1cc(Cl)ccc1N1CCCC1)CS2` (configuration not stated) gave bovine MsrA act -2, Rin1-Abl PPI inh 0, FAS-TE inh 5, MT1-MMP act inh 16, SKN-1 inh 5, CendR NRP1 mod 1, Neddyl block inactive, MsrA inhibitor -0.1 and eLon inh -12.
For COc1ccccc1C1CCN(C(=O)c2ccccc2)CC1 the results were bovine MsrA act -2, Rin1-Abl PPI inh -2, FAS-TE inh -2, MT1-MMP act inh 3, SKN-1 inh 9, CendR NRP1 mod 3, Neddyl block inactive, MsrA inhibitor -0.1 and eLon inh -11.
CCCCNC(=O)C1c2ccccc2OCC(=O)N1Cc1ccccn1 (configuration not stated) was read as bovine MsrA act -2, FAS-TE inh -6, MT1-MMP act inh -3, SKN-1 inh 6, CendR NRP1 mod -2, Neddyl block inactive, MsrA inhibitor -0.9 and eLon inh 0.
Screening COc1ccc(C2C(C(C)=O)=C(C)Nc3ncnn32)c(OC)c1OC (configuration not stated) returned bovine MsrA act -5, Rin1-Abl PPI inh -3, FAS-TE inh -5, MT1-MMP act inh 0, SKN-1 inh 5, CendR NRP1 mod 6, Neddyl block inactive, MsrA inhibitor -0.1 and eLon inh 4.
NC(=O)c1nsc(C(=O)N(c2cccc(F)c2)C(C(=O)NC2CCCC2)c2ccco2)c1N (configuration not stated) was read as bovine MsrA act -5, Rin1-Abl PPI inh 3, FAS-TE inh 0, MT1-MMP act inh 0, SKN-1 inh 7, CendR NRP1 mod -6, Neddyl block inactive, MsrA inhibitor 2.7 and eLon inh -10.
For CC1C/C(=N\NC(=O)CCc2ccc(S(=O)(=O)N3CCOCC3)cc2)CC(C)(C)C1 (configuration not stated) the results were bovine MsrA act -8, Rin1-Abl PPI inh 1, FAS-TE inh -11, MT1-MMP act inh 1, SKN-1 inh -14, CendR NRP1 mod 1, Neddyl block inactive, MsrA inhibitor -0.5 and eLon inh -13.
For C=CC[C@H](CC(=O)NCCO)C(=O)NCCOC(=O)[C@@H](CC=C)CC(=O)OC(C)(C)C the results were bovine MsrA act -7, Rin1-Abl PPI inh 3, FAS-TE inh -14, MT1-MMP act inh -1, SKN-1 inh 7, CendR NRP1 mod 4, Neddyl block inactive, MsrA inhibitor -0.4 and eLon inh 0.
Screening Cc1ccc(CNC(C)c2ccccc2)cc1 (configuration not stated) returned bovine MsrA act -9, Rin1-Abl PPI inh -1, FAS-TE inh -12, MT1-MMP act inh 7, SKN-1 inh -4, CendR NRP1 mod -8, Neddyl block inactive, MsrA inhibitor -0.1 and eLon inh -11.
COc1ccc(OC)c(NC(=O)Nc2c(O)ccc3ccccc23)c1 was read as bovine MsrA act -3, Rin1-Abl PPI inh -2, FAS-TE inh 8, MT1-MMP act inh 5, SKN-1 inh 10, CendR NRP1 mod -12, Neddyl block inactive, MsrA inhibitor -0.3 and eLon inh -2.
Screening O=C(CN(c1cccc([N+](=O)[O-])c1)S(=O)(=O)c1ccccc1)N1CCCCC1 returned bovine MsrA act -1, Rin1-Abl PPI inh -3, FAS-TE inh 2, MT1-MMP act inh 0, SKN-1 inh -3, CendR NRP1 mod 6, Neddyl block inactive, MsrA inhibitor 0.8 and eLon inh 1.
